mIAP block – mouse IAP inhibition | purified mouse IAP, CDP-Star luminescence, 30 min | inhibition, % at 10 µM | hit rate 0.2% among 330,000 | AID 2806;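 active = inhibition of at least 40% at 10 µM in the primary screen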;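 also: plate controls were DMSO with enzyme for no effect and no enzyme wells for full effect; values of inactives mirror those of a sister screen read the other way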
hIAP act – human IAP activation. purified human IAP, CDP-Star luminescence, 30 min; active compounds read high; 1 = vehicle-only enzyme, 0 = enzyme-free background. activation factor at 10 µM. hit rate 0.16% among 330,000;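 active = activation factor of the enzyme at least 2-fold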; also: the source names both 10 and 20 µM as test concentration; values of inactives mirror those of a sister screen read the other way
Target sequence (P09923 whole entry, looked up): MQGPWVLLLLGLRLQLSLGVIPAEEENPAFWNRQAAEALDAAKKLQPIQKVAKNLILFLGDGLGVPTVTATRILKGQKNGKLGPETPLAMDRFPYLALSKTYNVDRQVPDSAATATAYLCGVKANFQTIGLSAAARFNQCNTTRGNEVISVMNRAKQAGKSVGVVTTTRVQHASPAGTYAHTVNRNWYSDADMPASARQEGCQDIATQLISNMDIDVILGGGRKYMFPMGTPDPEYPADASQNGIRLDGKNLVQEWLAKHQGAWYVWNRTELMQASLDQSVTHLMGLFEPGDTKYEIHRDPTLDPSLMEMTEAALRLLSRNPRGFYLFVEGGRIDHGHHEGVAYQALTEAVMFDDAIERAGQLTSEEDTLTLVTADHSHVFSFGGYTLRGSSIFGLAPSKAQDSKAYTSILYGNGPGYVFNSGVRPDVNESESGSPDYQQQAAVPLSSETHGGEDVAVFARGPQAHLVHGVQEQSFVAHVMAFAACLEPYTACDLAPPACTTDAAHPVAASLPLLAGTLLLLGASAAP
ATG4B inhibitor – ATG4B (human) cysteine protease inhibition. inhibition, % at 8.33 µM. AID 504462. Q9Y4P1. ATG4B cleavage of LC3-PLA2, NBD-HPC fluorescence, 1 h. hit rate 0.51% among 340,000; in the data active = inhibition above about 40%
Target sequence (Q9Y4P1 whole entry, looked up): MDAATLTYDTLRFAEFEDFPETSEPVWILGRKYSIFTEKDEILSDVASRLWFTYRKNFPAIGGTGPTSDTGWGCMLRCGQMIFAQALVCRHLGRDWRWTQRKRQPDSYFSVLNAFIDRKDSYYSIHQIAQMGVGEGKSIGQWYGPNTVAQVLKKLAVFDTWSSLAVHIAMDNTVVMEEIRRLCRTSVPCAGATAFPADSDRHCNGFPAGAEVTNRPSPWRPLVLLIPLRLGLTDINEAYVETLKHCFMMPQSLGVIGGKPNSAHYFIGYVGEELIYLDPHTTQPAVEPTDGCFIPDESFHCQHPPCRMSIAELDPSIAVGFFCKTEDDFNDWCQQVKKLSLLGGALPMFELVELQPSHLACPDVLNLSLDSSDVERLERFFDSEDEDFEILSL
tim10-1 inh – tim10-1 yeast growth inhibition; S. cerevisiae tim10-1 ts strain growth, BacTiter-Glo, 24 h; inhibition, % at 20 µM; hit rate 2.2% among 330,000; AID 463190;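 active = inhibition of at least 40%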;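 also: mutant grown at 25 °C; 0% = DMSO wells with yeast and 100% = wells holding no yeast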
TIM10 inh – inhibits growth of TIM10 yeast strain. inhibition, % at 10 µM. S. cerevisiae TIM10 strain growth, BacTiter-Glo luminescence, 24 h. hit rate 1.4% among 330,000;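 active = inhibition of 40% or more at the single tested concentration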;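 also: wild-type TIM10 isogenic control strain grown at permissive 25 °C; 0% = DMSO yeast wells and 100% = minimal medium wells without yeast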
mIAP act – mouse IAP activation; muIAP, CDP-Star luminescence, 30 min; active compounds read high; 1 = vehicle-only enzyme signal, 0 = enzyme-free wells; activation factor at 10 µM; hit rate 0.24% among 330,000; AID 2805;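 active = activation factor of at least 2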; also: the source names both 10 and 20 µM as test concentration; values of inactives mirror those of a sister screen read the other way
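Assay system: mouse IAP enzyme; reagent: chemiluminescent substrate CDP-Star; dosing: test compounds delivered from DMSO solution; schedule: 30 min at room temperature; measured by: luminescence from enzymatic CDP-Star hydrolysis; controls: DMSO-only wells and no-enzyme negative control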
NLRP3 yeast inh – blocks the NALP3 inflammasome reconstituted in yeast; Yeast reconstituted NLRP3/ASC/caspase-1, beta-gal luminescence, 24 h; hit rate 0.39% among 330,000; inhibition, % at 10 µM;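 active = inhibition of 50% or more; inactive = inhibition below 50%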;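 also: plate controls were induced DMSO wells for no effect and uninduced yeast grown without galactose for full effect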
Apaf1 inhib – human Apaf-1 inhibition; reconstituted apoptosome caspase-3 activity, DEVD-Rh110 fluorescence; inhibition, % at 20 µM; hit rate 0.71% among 330,000; active = inhibition of at least 40% at 20 µM;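 also: plate controls were DMSO wells for no effect and DEVD-CHO caspase inhibitor wells for full effect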
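Material: reconstituted apoptosome with Apaf-1, cytochrome c, caspase-9, procaspase-3, dATP / Buffer or medium: pH 7.5 Hepes buffer with CHAPS, BSA, DTT / Also added: cytochrome c with DEVD-Rh110 / Schedule: compound with Apaf-1, dATP, procaspase-3 30 min, then 50 min reaction, room temperature / Technique: rhodamine 110 fluorescence at Ex 480/Em 540 nm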
hIAP block – blocks human intestinal alkaline phosphatase | AID 2544 | P09923 | purified IAP, CDP-Star luminescence, 30 min | inhibition, % at 10 µM | hit rate 0.12% among 330,000;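 active = inhibition reaching a set limit with compound at 10 µM in the primary screen, cut at about 35% in these data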;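 also: plate controls were DMSO wells with enzyme for no effect and no-enzyme buffer wells for full effect; values of inactives mirror those of a sister screen read the other way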
* marks the source's active call; other numbers are inactive results.

`COc1ccc(NC(=S)Nc2ccc(C)c(Cl)c2)cc1OC` gave mIAP block -37, hIAP act 0.98, ATG4B inhibitor 3, tim10-1 inh -24, TIM10 inh -42, mIAP act 1.4, NLRP3 yeast inh 19, Apaf1 inhib 4 and hIAP block 2.
`Cc1ccc(NC(=O)C(=O)NCC2CCCN2S(=O)(=O)c2cccs2)cc1` (stereo not given) gave mIAP block 4, hIAP act 0.92, ATG4B inhibitor -5, tim10-1 inh 10, TIM10 inh -2, mIAP act 0.96, NLRP3 yeast inh 5, Apaf1 inhib 12 and hIAP block 8.
`Cc1ccc(-c2nnc(SCC(=O)NC3CC3)n2N)cc1` gave mIAP block -7, hIAP act 1.2, ATG4B inhibitor -7, tim10-1 inh 4, TIM10 inh -14, mIAP act 1.1, NLRP3 yeast inh 4, Apaf1 inhib -9 and hIAP block -25.
For Cc1cccc(OCCCOc2cccc3cccnc23)c1C the results were mIAP block 1, hIAP act 1.3, ATG4B inhibitor 10, tim10-1 inh 46*, TIM10 inh 47*, mIAP act 0.99, NLRP3 yeast inh 30, Apaf1 inhib 24 and hIAP block -35.
For CCOc1cc(/C=N/NC(=O)c2cc(C3CC3)[nH]n2)ccc1O the results were mIAP block 11, hIAP act 0.87, ATG4B inhibitor -10, tim10-1 inh 14, TIM10 inh 16, mIAP act 0.89, NLRP3 yeast inh -7, Apaf1 inhib -8 and hIAP block 13.
`COc1ccc(Cn2c(C)nnc2-c2cnn(C)c2N)cc1OC` gave mIAP block -3, hIAP act 1.1, ATG4B inhibitor -2, tim10-1 inh 2, TIM10 inh -18, mIAP act 1, NLRP3 yeast inh -4, Apaf1 inhib -4 and hIAP block -7.
CC1(C)CC(O)C(C(O)c2cccc([N+](=O)[O-])c2)C(C)(C)N1 (stereo not given) was read as mIAP block 1, hIAP act 0.85, ATG4B inhibitor 5, tim10-1 inh 9, TIM10 inh -17, mIAP act 0.99, NLRP3 yeast inh -1, Apaf1 inhib 1 and hIAP block 15.
`O=C(NCCN1CCCC(O)C1)c1cc(COc2ccc(F)cc2Cl)on1` (stereo not given) gave mIAP block 6, hIAP act 1.1, ATG4B inhibitor 8, tim10-1 inh -1, TIM10 inh 0, mIAP act 0.94, NLRP3 yeast inh 14, Apaf1 inhib 2 and hIAP block -6.
`CSc1nc2sc3c(c2c(=O)n1C)CCC(C)C3` (stereo not given) gave mIAP block 4, hIAP act 0.95, ATG4B inhibitor -5, tim10-1 inh 20, TIM10 inh 23, mIAP act 0.96, NLRP3 yeast inh 21, Apaf1 inhib 4 and hIAP block 5.
`Cc1c(C)n2c(SCC(=O)N3CCCCCC3)nnc2[nH]c1=O` gave mIAP block -4, hIAP act 0.96, ATG4B inhibitor 0, tim10-1 inh -7, TIM10 inh -7, mIAP act 1, NLRP3 yeast inh 6, Apaf1 inhib 2 and hIAP block 4.
Screening O=C(c1cccc(NS(=O)(=O)c2ccc(F)cc2)c1)N1CCN(c2ccccc2)CC1 returned mIAP block 2, hIAP act 1.1, ATG4B inhibitor -8, tim10-1 inh 13, TIM10 inh 0, mIAP act 0.98, NLRP3 yeast inh -3, Apaf1 inhib 15 and hIAP block -10.
For CCN(CC)S(=O)(=O)c1cc(NC(=O)CCNC(=O)c2ccccc2Cl)ccc1C the results were mIAP block 5, hIAP act 0.98, ATG4B inhibitor 16, tim10-1 inh 19, TIM10 inh 17, mIAP act 0.95, NLRP3 yeast inh 3, Apaf1 inhib -4 and hIAP block 2.
Screening COc1ccc(Nc2ncnc3ccc(Br)cc23)c(OC)c1 returned mIAP block -4, hIAP act 1.1, ATG4B inhibitor -7, tim10-1 inh 2, TIM10 inh -12, mIAP act 1, NLRP3 yeast inh 29, Apaf1 inhib -28 and hIAP block -14.
`O=C(O)c1cc(-c2ccccc2Cl)n(-c2cccc(Cl)c2)n1` gave mIAP block -7, hIAP act 1, ATG4B inhibitor -2, tim10-1 inh 15, TIM10 inh -4, mIAP act 1.1, NLRP3 yeast inh 13, Apaf1 inhib 9 and hIAP block -4.
Cc1cc(NS(=O)(=O)N(C)C)ccc1C(C)C was read as mIAP block -10, hIAP act 1, ATG4B inhibitor -7, tim10-1 inh 13, TIM10 inh 8, mIAP act 1.1, NLRP3 yeast inh 14, Apaf1 inhib 2 and hIAP block -1.
`CCO/C=C1\C(=O)N(c2ccc(OCC)cc2)C(=O)c2ccccc21` gave mIAP block 5, hIAP act 1.2, ATG4B inhibitor 0, tim10-1 inh 6, TIM10 inh 1, mIAP act 0.95, NLRP3 yeast inh -7, Apaf1 inhib 6 and hIAP block -16.
`COc1cc(NC(=O)Cn2c(-c3cncs3)nc3ccccc32)cc(OC)c1OC` gave mIAP block -5, hIAP act 0.92, ATG4B inhibitor -1, tim10-1 inh 8, TIM10 inh 20, mIAP act 1, NLRP3 yeast inh 7, Apaf1 inhib 6 and hIAP block 8.
COc1cc(OC)cc(C(=O)NC(C(=O)Nc2ccc3nc(C)sc3c2)C(C)C)c1 (stereo not given) was read as mIAP block -45, hIAP act 1.1, ATG4B inhibitor -3, tim10-1 inh 20, TIM10 inh 21, mIAP act 1.5, NLRP3 yeast inh 12, Apaf1 inhib 2 and hIAP block -9.
Screening O=C(NC1CCN(Cc2ccccc2)CC1)C1COc2ccccc2O1 (stereo not given) returned mIAP block 12, hIAP act 1, ATG4B inhibitor -7, tim10-1 inh -19, TIM10 inh -5, mIAP act 0.88, NLRP3 yeast inh 27, Apaf1 inhib -9 and hIAP block -2.
`CSc1nc(NCCOCCO)c2sc3nc(-c4ccco4)c4c(c3c2n1)CCC4` gave mIAP block 11, hIAP act 1.1, ATG4B inhibitor -4, tim10-1 inh 13, TIM10 inh -6, mIAP act 0.89, NLRP3 yeast inh 6, Apaf1 inhib 26 and hIAP block -10.
Screening CCCN1CCC(=O)N([C@H](CO)CC(C)C)CC1 returned mIAP block -1, hIAP act 0.97, ATG4B inhibitor -7, tim10-1 inh -7, TIM10 inh -12, mIAP act 1, NLRP3 yeast inh 14, Apaf1 inhib -6 and hIAP block 3.
For O=C(CSc1nnc(-c2ccccc2)o1)N1CCc2ccccc2C1 the results were mIAP block -3, hIAP act 0.88, ATG4B inhibitor 2, tim10-1 inh 36, TIM10 inh 8, mIAP act 1, NLRP3 yeast inh 16, Apaf1 inhib 14 and hIAP block 12.
NS(=O)(=O)c1cccc(NC(=S)NC(=O)c2cccc([N+](=O)[O-])c2)c1 was read as mIAP block 13, hIAP act 1, ATG4B inhibitor -1, tim10-1 inh 8, TIM10 inh -4, mIAP act 0.87, NLRP3 yeast inh 18, Apaf1 inhib -6 and hIAP block -3.
CCOC(=O)N1CCc2c(sc(NC(=O)c3ccc(Cl)s3)c2C(N)=O)C1 was read as mIAP block 8, hIAP act 1, tim10-1 inh 43*, TIM10 inh 35, mIAP act 0.92, NLRP3 yeast inh 27, Apaf1 inhib 32 and hIAP block -1.
COCCCn1c(C)nnc1SCC(=O)NCc1ccco1 was read as mIAP block -8, hIAP act 1.1, ATG4B inhibitor 1, tim10-1 inh 1, TIM10 inh 7, mIAP act 1.1, NLRP3 yeast inh -14, Apaf1 inhib 2 and hIAP block -6.
Screening CCOC(=O)C1=C(C)N(C2CCCCC2)C(=O)C1 returned mIAP block -3, hIAP act 0.92, ATG4B inhibitor 0, tim10-1 inh 7, TIM10 inh -2, mIAP act 1, NLRP3 yeast inh 13, Apaf1 inhib 1 and hIAP block 8.
CC1(C)C(=O)N(c2ccccc2)C(=O)c2ccccc21 was read as mIAP block 1, hIAP act 1, ATG4B inhibitor 4, tim10-1 inh 3, TIM10 inh 7, mIAP act 0.99, NLRP3 yeast inh -11, Apaf1 inhib 3 and hIAP block -1.
O=C(c1ccccc1SCc1ccccc1)N1CCOCC1 was read as mIAP block 7, hIAP act 0.94, ATG4B inhibitor -2, tim10-1 inh 11, TIM10 inh 7, mIAP act 0.93, NLRP3 yeast inh 7, Apaf1 inhib 2 and hIAP block 6.
For Cn1c(Cc2cccs2)n[nH]c1=S the results were mIAP block -5, hIAP act 0.96, ATG4B inhibitor -4, tim10-1 inh 4, TIM10 inh -1, mIAP act 1, NLRP3 yeast inh 17, Apaf1 inhib 3 and hIAP block 4.
Screening C/C(=N\NC(=O)NC1CCCCC1)c1ccc(OC(F)F)cc1OC(F)F returned mIAP block 1, hIAP act 0.9, ATG4B inhibitor -7, tim10-1 inh 21, TIM10 inh 26, mIAP act 0.99, NLRP3 yeast inh 7, Apaf1 inhib 15 and hIAP block 10.
`COc1cccc(/C=C/C(=O)NCc2ccc3c(c2)OCO3)c1` gave mIAP block -5, hIAP act 1.1, ATG4B inhibitor -4, tim10-1 inh 9, TIM10 inh -5, mIAP act 1, NLRP3 yeast inh 41, Apaf1 inhib 8 and hIAP block -6.
For Cc1cccc(OCC(=O)N(Cc2ccccc2)c2c(N)n(Cc3ccccc3)c(=O)[nH]c2=O)c1 the results were mIAP block 3, hIAP act 0.87, ATG4B inhibitor -37, tim10-1 inh 12, TIM10 inh 2, mIAP act 0.97, NLRP3 yeast inh 17, Apaf1 inhib -1 and hIAP block 13.
CC12CC(NC(=O)N1c1cccc(C(=O)N3CCN(c4ccccc4)CC3)c1)c1ccccc1O2 (stereo not given) was read as mIAP block -2, hIAP act 0.9, ATG4B inhibitor -13, tim10-1 inh 16, TIM10 inh 6, mIAP act 1, NLRP3 yeast inh 9, Apaf1 inhib 2 and hIAP block 10.
`COc1cc(CNc2ncc(-c3ccc(Cl)cc3)n2C)cc(OC)c1OC` gave mIAP block 4, hIAP act 0.98, ATG4B inhibitor -1, tim10-1 inh -8, TIM10 inh -1, mIAP act 0.96, NLRP3 yeast inh 15, Apaf1 inhib 7 and hIAP block 2.
CCOc1ccc2[nH]c3c(N4CCc5ccccc5C4)ncnc3c2c1 was read as mIAP block -18, hIAP act 1.2, ATG4B inhibitor 39, tim10-1 inh 18, TIM10 inh 38, mIAP act 1.2, NLRP3 yeast inh 13, Apaf1 inhib 6 and hIAP block -19.
For COc1ccc(NC(=O)CSCC(=O)Nc2nnc(C)s2)cc1 the results were mIAP block 9, hIAP act 0.97, ATG4B inhibitor -3, tim10-1 inh 0, TIM10 inh 0, mIAP act 0.91, NLRP3 yeast inh -1, Apaf1 inhib -1 and hIAP block 3.
For CCCc1cc(=O)[nH]c(SCC(=O)Nc2ccc(Br)cc2)n1 the results were mIAP block 2, hIAP act 1, ATG4B inhibitor -1, tim10-1 inh -11, TIM10 inh -4, mIAP act 0.98, NLRP3 yeast inh 0, Apaf1 inhib -15 and hIAP block 0.
Screening Cc1ccc(OCC(=O)Nc2ccc(CN3CCOCC3)cc2)cc1C returned mIAP block 2, hIAP act 1.1, ATG4B inhibitor -6, tim10-1 inh -15, TIM10 inh -35, mIAP act 0.98, NLRP3 yeast inh 34, Apaf1 inhib -6 and hIAP block -14.

Among those listed so far, two have bromine:
Screening COc1ccc(Nc2ncnc3ccc(Br)cc23)c(OC)c1 returned mIAP block -4, hIAP act 1.1, ATG4B inhibitor -7, tim10-1 inh 2, TIM10 inh -12, mIAP act 1, NLRP3 yeast inh 29, Apaf1 inhib -28 and hIAP block -14.
For CCCc1cc(=O)[nH]c(SCC(=O)Nc2ccc(Br)cc2)n1 the results were mIAP block 2, hIAP act 1, ATG4B inhibitor -1, tim10-1 inh -11, TIM10 inh -4, mIAP act 0.98, NLRP3 yeast inh 0, Apaf1 inhib -15 and hIAP block 0.

Bioassay records deposited in PubChem BioAssay by Sanford-Burnham Center for Chemical Genomics.
